# Screening results from PubChem BioAssay.
# IDH1 R132H inh: IDH1 R132H (human) inhibition. hit rate 0.18% among 70,000. inhibition, % at 10 µM. O75874. IDH1 R132H reductase, diaphorase/resazurin fluorescence, 60 min; in the data active = inhibition above about 34%;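 note: 0% = DMSO and 100% = no enzyme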
# Target sequence (O75874 whole entry R132H): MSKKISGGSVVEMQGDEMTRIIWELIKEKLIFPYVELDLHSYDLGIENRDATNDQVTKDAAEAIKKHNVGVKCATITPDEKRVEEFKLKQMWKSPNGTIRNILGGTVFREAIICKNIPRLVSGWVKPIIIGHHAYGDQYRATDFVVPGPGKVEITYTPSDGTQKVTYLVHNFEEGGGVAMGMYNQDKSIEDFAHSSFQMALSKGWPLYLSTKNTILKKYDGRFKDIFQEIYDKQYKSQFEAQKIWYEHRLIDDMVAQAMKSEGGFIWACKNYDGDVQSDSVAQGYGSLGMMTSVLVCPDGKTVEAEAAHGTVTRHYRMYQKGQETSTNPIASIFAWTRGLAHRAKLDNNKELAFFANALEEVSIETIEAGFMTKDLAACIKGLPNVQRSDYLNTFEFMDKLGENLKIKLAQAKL
# EZH2 inh: EZH2 (human) methyltransferase inhibition; Q15910; hit rate 0.35% among 57,000; inhibition, % at 12.5 µM; PRC2 H3K27 methylation, DELFIA TRF, 1 h;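 active = mean inhibition of replicates at least 50% and every single replicate also reaching 50%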;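 note: dimethyl H3K27 on biotinylated H3 21-44 peptide detected by antibody; plate controls were median neutral control wells for no effect and median positive control wells for full effect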
# * marks the source's active call; other numbers are inactive results; nt = no result given. The list is partial, so the mix of outcomes need not match the whole.
SMILES,IDH1 R132H inh,EZH2 inh
C[C@H](CO)N1C[C@H](C)[C@H](CN(C)S(=O)(=O)c2cccs2)Oc2c(NS(C)(=O)=O)cccc2C1=O,-0.5,nt
COc1ccccc1-c1cnc2c(c1)C(=O)N([C@@H](C)CO)C[C@H](C)[C@H](CN(C)CC1CCOCC1)O2,0.1,2
CN(C)CC(=O)N[C@@H]1C=C[C@@H](CC(=O)NCCN2CCCCC2)O[C@@H]1CO,0.3,4
COc1ccccc1NC(=O)CSc1nc(-c2ccc(C)cc2)nc2c1COC(C)(C)C2,0.1,14
Cc1noc(C)c1S(=O)(=O)Nc1ccc2c(c1)C(=O)N([C@H](C)CO)C[C@H](C)[C@@H](CN(C)Cc1ccncc1)O2,1.3,nt
C[C@H](CO)N1C[C@H](C)[C@@H](CN(C)C)Oc2ccc(NC(=O)Nc3ccc(C(F)(F)F)cc3)cc2CC1=O,1.7,-3
CN(C)CC(=O)N[C@@H]1CC[C@H](CCn2cc(C3CCCCC3)nn2)O[C@H]1CO,-0.3,2
CCn1c(SCC(=O)Nc2ccccc2-c2ccccc2)nnc1-c1cccs1,0.3,-1
Cc1noc(C)c1NC(=O)N(C)C[C@H]1OCCCC[C@@H](C)Oc2ccc(NS(=O)(=O)c3c(C)noc3C)cc2C(=O)N([C@H](C)CO)C[C@@H]1C,3.0,nt
CO[C@@H]1CN(C)C(=O)c2ccc(NC(=O)C3CCC3)cc2OC[C@@H](C)N(S(=O)(=O)c2ccc(Cl)cc2)C[C@H]1C,0.0,-16
C[C@@H]1CN([C@H](C)CO)S(=O)(=O)c2ccc(C#Cc3ccccc3F)cc2O[C@H]1CN(C)C(=O)Cc1cccnc1,21,0
O=C(CCN1CCCCC1)NCC[C@H]1CC[C@H](NC(=O)Nc2ccc(F)cc2)[C@@H](CO)O1,0.2,0
C[C@H](CO)N1C[C@H](C)[C@H](CN(C)Cc2ccc(C(F)(F)F)cc2)Oc2c(NC(=O)Nc3ccc(F)cc3)cccc2C1=O,1.3,-4
CO[C@@H]1CN(C)C(=O)c2ccc(NC(=O)C3CC3)cc2OC[C@H](C)N(C(=O)C2CCOCC2)C[C@H]1C,0.1,5
CC(C)c1ccc(NC(=O)CN(C)S(=O)(=O)c2ccccc2)cc1,-0.4,0
C/C=C/c1ccc2c(c1)O[C@@H](CN(C)C(=O)Nc1ccc(F)cc1)[C@@H](C)CN([C@@H](C)CO)S2(=O)=O,4.7,-3
C[C@H](CO)N1C[C@H](C)[C@H](CN(C)C)Oc2ccc(NC(=O)CCCCCC(=O)Nc3ccccc3N)cc2C1=O,nt,11
C[C@H]1CN([C@@H](C)CO)C(=O)Cc2cc(NC(=O)CCC(F)(F)F)ccc2O[C@H]1CN(C)CC1CCCCC1,-2.6,nt
C[C@H]1CN([C@@H](C)CO)S(=O)(=O)c2ccc(C3=CCCC3)cc2O[C@@H]1CN(C)Cc1ccccc1F,0.0,nt
O=C(NCC[C@@H]1CC[C@H](NC(=O)C2CC2)[C@@H](CO)O1)c1cnccn1,0.1,6
O=C(COc1ccc(C(=O)Nc2ccccc2Cl)cc1)Nc1cc(Cl)cc(Cl)c1,0.3,5
O=C(O)/C=C1\CCCc2ccccc2C1O (centres undefined),-1.4,nt
CNC[C@@H]1Oc2ccc(NC(=O)Nc3ccc(C(F)(F)F)cc3)cc2C(=O)N([C@@H](C)CO)C[C@@H]1C,0.0,-8
O=C(C[C@H]1C[C@@H]2c3cc(NC(=O)Nc4ccccc4F)ccc3O[C@@H]2[C@@H](CO)O1)NCc1cc(F)ccc1F,2.4,-16
Cc1ccc(S(=O)(=O)N(C)C[C@@H]2Oc3ccc(NC(=O)Nc4cccc5ccccc45)cc3C(=O)N([C@@H](C)CO)C[C@H]2C)cc1,-0.9,nt
CCC(=O)N(C)C[C@H]1Oc2ncc(C#CC3(O)CCCC3)cc2C(=O)N([C@H](C)CO)C[C@@H]1C,2.3,6
C[C@@H]1CN([C@@H](C)CO)C(=O)c2cc(NC(=O)Cn3cnnn3)ccc2O[C@@H]1CN(C)Cc1ccc(Cl)c(Cl)c1,-0.1,10
CO[C@H]1CN(C)C(=O)c2cc(NC(=O)Nc3cccc(Cl)c3)ccc2OC[C@@H](C)N(C(=O)Nc2c(C)noc2C)C[C@H]1C,0.2,-10
CCCN(C)C[C@@H]1Oc2cc(C#CC3CCCC3)ccc2S(=O)(=O)N([C@@H](C)CO)C[C@H]1C,-2.0,nt
COc1ccc(OC)c(S(=O)(=O)Nc2ccc(C(N)=O)cc2)c1,0.2,8
CC(C)(C)S(=O)N1Cc2cc(C(=O)NCCCN3CCOCC3)nc(-c3cccc(C#CCC4CCCC4)c3)c2[C@@H]1CCO (some centres undefined),-0.6,2
CO[C@H]1CN(C)C(=O)c2cc(NS(C)(=O)=O)ccc2OC[C@H](C)N(C)C[C@@H]1C,-0.1,-1
CN(C)CC(=O)N[C@@H]1CC[C@@H](CC(=O)NCCN2CCCCC2)O[C@@H]1CO,0.0,6
COCC(=O)Nc1ccc2c(c1)C(=O)N(C)C[C@H](OC)[C@@H](C)CN(CC1CC1)[C@H](C)CO2,0.1,-1
C=CCN(C(=O)c1cc2cc3cc(OC)ccc3nc2s1)c1ccccc1,-0.3,-1
COc1ccccc1-c1cnc2c(c1)C(=O)N([C@H](C)CO)C[C@H](C)[C@H](CN(C)CC1CCCC1)O2,0.4,nt
CC(=O)N(C)C[C@H]1Oc2ncc(-c3ccccc3F)cc2C(=O)N([C@H](C)CO)C[C@@H]1C,-0.6,5
O=C1c2ccccc2-c2nn(C(=O)Cc3ccccc3)c3cccc1c23,-1.0,17
CO[C@@H]1CN(C)C(=O)c2cccc(C#N)c2OC[C@H]2O[C@@H](CC[C@H]2OC)CCN(C)C(=O)[C@H]1C,0.0,-6
CCC(=O)N(C)C[C@@H]1Oc2ncc(C#Cc3ccncc3)cc2C(=O)N([C@@H](C)CO)C[C@@H]1C,26,0
COCC#Cc1cnc2c(c1)C(=O)N([C@@H](C)CO)C[C@@H](C)[C@H](CN(C)C(=O)CCN1CCCCC1)O2,0.3,18
Cc1noc(C)c1NC(=O)Nc1ccc2c(c1)CC(=O)N([C@H](C)CO)C[C@@H](C)[C@@H](CN(C)Cc1ccc3c(c1)OCO3)O2,nt,-9
C[C@H]1CN([C@@H](C)CO)C(=O)Cc2cc(NC(=O)Cn3cnnn3)ccc2O[C@@H]1CN(C)Cc1ccc(C(=O)O)cc1,0.0,nt
Cc1cccc(S(=O)(=O)N[C@H]2CC[C@@H](CCNS(=O)(=O)c3ccccc3F)O[C@H]2CO)c1,0.1,-4
Cc1ccc(OCC(=O)Nc2nc(C)cc(C)n2)cc1,0.9,4

# Of the compounds above, eleven contain fluorine.
SMILES,IDH1 R132H inh,EZH2 inh
C[C@H](CO)N1C[C@H](C)[C@@H](CN(C)C)Oc2ccc(NC(=O)Nc3ccc(C(F)(F)F)cc3)cc2CC1=O,1.7,-3
C[C@@H]1CN([C@H](C)CO)S(=O)(=O)c2ccc(C#Cc3ccccc3F)cc2O[C@H]1CN(C)C(=O)Cc1cccnc1,21,0
O=C(CCN1CCCCC1)NCC[C@H]1CC[C@H](NC(=O)Nc2ccc(F)cc2)[C@@H](CO)O1,0.2,0
C[C@H](CO)N1C[C@H](C)[C@H](CN(C)Cc2ccc(C(F)(F)F)cc2)Oc2c(NC(=O)Nc3ccc(F)cc3)cccc2C1=O,1.3,-4
C/C=C/c1ccc2c(c1)O[C@@H](CN(C)C(=O)Nc1ccc(F)cc1)[C@@H](C)CN([C@@H](C)CO)S2(=O)=O,4.7,-3
C[C@H]1CN([C@@H](C)CO)C(=O)Cc2cc(NC(=O)CCC(F)(F)F)ccc2O[C@H]1CN(C)CC1CCCCC1,-2.6,nt
C[C@H]1CN([C@@H](C)CO)S(=O)(=O)c2ccc(C3=CCCC3)cc2O[C@@H]1CN(C)Cc1ccccc1F,0.0,nt
CNC[C@@H]1Oc2ccc(NC(=O)Nc3ccc(C(F)(F)F)cc3)cc2C(=O)N([C@@H](C)CO)C[C@@H]1C,0.0,-8
O=C(C[C@H]1C[C@@H]2c3cc(NC(=O)Nc4ccccc4F)ccc3O[C@@H]2[C@@H](CO)O1)NCc1cc(F)ccc1F,2.4,-16
CC(=O)N(C)C[C@H]1Oc2ncc(-c3ccccc3F)cc2C(=O)N([C@H](C)CO)C[C@@H]1C,-0.6,5
Cc1cccc(S(=O)(=O)N[C@H]2CC[C@@H](CCNS(=O)(=O)c3ccccc3F)O[C@H]2CO)c1,0.1,-4

# Next section.
SMILES,IDH1 R132H inh,EZH2 inh
C/C=C/c1ccc2c(c1)O[C@H](CN(C)C(=O)NC1CCCC1)[C@H](C)CN([C@H](C)CO)S2(=O)=O,0.3,nt
COc1cc(C(C)/C=C(/C)CC(=O)O)oc(=O)c1C (centres undefined),0.1,22
COc1ccc(CN(C)C[C@H]2Oc3ccc(NC(=O)Nc4cccc5ccccc45)cc3C(=O)N([C@@H](C)CO)C[C@H]2C)cc1,-0.2,-20
C[C@@H]1CN([C@H](C)CO)S(=O)(=O)c2ccc(C3=CCCC3)cc2O[C@H]1CN(C)CC1CCOCC1,-0.4,8
O=C(NCC[C@@H]1CC[C@H](NS(=O)(=O)c2ccc(Cl)cc2)[C@@H](CO)O1)c1ccccc1F,0.1,-13
O=C(N[C@@H]1CC[C@@H](CCNS(=O)(=O)c2ccccc2)O[C@H]1CO)c1cccnc1,-0.3,-1
C[C@@H]1CN([C@@H](C)CO)S(=O)(=O)c2ccc(C3=CCCCC3)cc2O[C@H]1CN(C)S(=O)(=O)c1cn(C)cn1,-6.3,-2
C[C@H](CO)N1C[C@H](C)[C@@H](CN(C)C(=O)CC2CC2)Oc2cc(C#CCC3CCCC3)ccc2S1(=O)=O,3.3,17
Cc1ccc(S(=O)(=O)Nc2ccc3c(c2)C(=O)N([C@@H](C)CO)C[C@H](C)[C@@H](CN(C)Cc2ccc4c(c2)OCO4)O3)cc1,3.9,2
COc1ccccc1CN1C[C@@H](C)[C@H](OC)CN(C)C(=O)c2ccc(NC(C)=O)cc2OC[C@H]1C,-0.4,-4
CC(=O)n1cc([C@@H]2C=C(C(=O)N3CCCCCCC3)O[C@H](OCCCCO)C2)c2ccccc21,nt,-7
COc1ccc(S(=O)(=O)N(C)C[C@H]2Oc3ccc(NC(=O)Nc4ccc5c(c4)OCO5)cc3CC(=O)N([C@H](C)CO)C[C@@H]2C)cc1,-0.6,nt
C[C@H](CO)N1C[C@H](C)[C@H](CN(C)Cc2ccc(C(=O)Nc3ccccc3N)cc2)Oc2c(NS(C)(=O)=O)cccc2C1=O,nt,-13
Cc1noc(C)c1NC(=O)N(C)C[C@H]1Oc2c(NC(=O)c3ccncc3)cccc2C(=O)N([C@H](C)CO)C[C@H]1C,3.5,nt
Cc1noc(C)c1S(=O)(=O)Nc1ccc2c(c1)CC(=O)N([C@@H](C)CO)C[C@@H](C)[C@H](CN(C)CC1CC1)O2,0.0,nt
COc1cc(CCC(O)CC(O)CCc2ccc(O)c(OC)c2)ccc1O (centres undefined),-0.4,-10
C[C@H](CO)N1C[C@H](C)[C@H](CN(C)C(=O)Nc2ccc(C(C)(C)C)cc2)OCc2cn(nn2)CCCC1=O,nt,13
C[C@@H]1CCCCO[C@@H](CN(C)C)[C@H](C)CN([C@@H](C)CO)C(=O)c2cc(NC(=O)CCC(F)(F)F)ccc2O1,2.7,5
COc1ccc(S(=O)(=O)Nc2ccc3c(c2)C(=O)N([C@@H](C)CO)C[C@@H](C)[C@H](CN(C)Cc2ccc(C(=O)O)cc2)O3)cc1,2.0,nt
C[C@H]1CN([C@@H](C)CO)S(=O)(=O)c2ccc(-c3ccccc3)cc2O[C@@H]1CN(C)Cc1ccccc1,0.1,27
C[C@@H]1CN([C@H](C)CO)C(=O)c2c(c3ccccc3n2C)-c2ccccc2CO[C@@H]1CN(C)S(=O)(=O)CC(F)(F)F,-0.3,-3
O=C(c1c[nH]c2ccccc12)C(O)C(c1ccccc1)N1CCCCC1 (centres undefined),-0.1,-8
COC(=O)c1ccc(S(=O)(=O)NCc2ccco2)o1,0.1,6
COc1ccc(/C=N/NC(=O)c2cccc(C(=O)NO)c2)cc1Br,0.3,4
C[C@@H]1CN([C@H](C)CO)S(=O)(=O)c2ccc(-c3cccc(C#N)c3)cc2O[C@@H]1CN(C)C(=O)c1ccncc1,-2.2,13
CNCCC=C1c2ccccc2CCc2ccccc21,2.5,nt
COc1ccc(S(=O)(=O)N(C)CC(=O)Nc2cc(Cl)c(Cl)cc2Cl)cc1Cl,-0.1,2
CO[C@@H]1CN(C)C(=O)c2ccc(NS(=O)(=O)c3ccc(Oc4ccccc4)cc3)cc2OC[C@H](C)NC[C@H]1C,0.1,-10
C[C@@H]1CN([C@H](C)CO)C(=O)c2cc(NS(=O)(=O)c3ccc(Cl)cc3)ccc2O[C@@H]1CN(C)Cc1ccc(Cl)c(Cl)c1,0.2,nt
CO[C@H]1CN(C)C(=O)c2cc(NS(=O)(=O)c3cccc(Cl)c3)ccc2OC[C@@H](C)NC[C@H]1C,-0.4,7
CO[C@H]1CN(C)C(=O)c2ccc(NC(=O)C3CCCCC3)cc2OC[C@H](C)N(C(=O)c2ccccc2)C[C@@H]1C,0.2,0
O=C(C[C@@H]1C[C@H]2c3cc(NC(=O)Nc4ccccc4F)ccc3O[C@H]2[C@@H](CO)O1)NCc1ccccn1,0.0,-3
C[C@H](CO)N1C[C@H](C)[C@H](CN(C)Cc2ccc(C(F)(F)F)cc2)Oc2ccc(NC(=O)Cc3ccccc3)cc2CC1=O,nt,-17
Cc1ccc(NC(=O)Cn2cnc3ccccc3c2=O)cc1C,1.3,-14
COc1ccc(S(=O)(=O)N[C@@H]2C=C[C@@H](CC(=O)NCCc3ccncc3)O[C@H]2CO)cc1,0.1,-5
CC(C)(C)S(=O)N1Cc2cc(C(=O)NCCCN3CCOCC3)nc(-c3cccc(-c4cccc(F)c4)c3)c2[C@H]1CCO (some centres undefined),0.7,-1
